# Compound activity from PubChem.
# MmCpn inh: M. maripaludis TRiC chaperonin inhibition; Potency, µM (titrated, usually from 76.9 µM), inactives show top-dose activity, negative = inhibition, usual class: inhibitors; purified Mm-Cpn ATPase, ADP Transcreener TR-FRET; actives 0.031% (n = 330,000); also: potency is read from the fitted curve at half-maximal effect; % is scaled to controls: 0 for no effect and ±100 for the full control effect; nearly all actives have a fitted effect of over 80% in size
#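 Reaction buffer contained 30 mM Tris pH 7.4, 100 mM KCl, 5 mM MgCl2 and 1 mM DTT. Mm-CPN (25 nM final) hydrolysed 10 uM ATP over 30 min at 37°C; ADP was read by HTRF.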
# Nrf2 ARE act: Nrf2 pathway activation. AREc32 ARE-luciferase reporter (MCF7-derived line), luminescence, 24 h. Potency, µM (titrated, usually from 46.1 µM), inactives show at the highest dose activation, hits mostly activators. actives 0.31% (n = 410,000). AID 624171; also: potency is read from the fitted curve at half-maximal effect; % of control where 0% means no effect; nearly all actives have a fitted effect of over 65% in size
#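 Quantitative high-throughput format: AREc32 reporter cells, 1000 per well, received compound by pin transfer and were incubated 24 hr at 37 deg C, 5% CO2, before Steady-Glo luminescence detection.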
# Abeta yeast res: restores growth of yeast expressing A-beta42 peptide; yeast expressing A-beta42, growth rescue, OD600, 48 h; response scale: 0% DMSO, 100% iron-clioquinol control; Potency, µM (doses to about 46.1 µM), for inactives: top-dose growth rescue, actives largely listed as activators; actives 0.063% (n = 410,000); also: potency is read from the fitted curve at half-maximal effect; nearly all actives have a fitted effect of over 55% in size
#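 Growth rescue measured by 600 nm absorbance after 48 h yeast culture at 30 C with compound. Values normalized between DMSO and an equimolar ferric chloride plus clioquinol control.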
# TGFb inhibitor: TGF-b pathway inhibition. Potency, µM (titrated, usually from 46.1 µM), without a hit: at the highest dose activity, negative = inhibition, actives largely listed as inhibitors. HepG2 CAGA-GFP TGF-b/SMAD3 reporter, GFP fluorescence, 18 h; TGF-beta stimulated, 500 pg/mL final. actives 1.2% (n = 410,000); also: potency is read from the fitted curve at half-maximal effect; % is scaled to controls: 0 for no effect and ±100 for the full control effect; nearly all actives have a fitted effect of over 65% in size
#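 GFP signal (ex488/em500-530) from TGF-beta-stimulated HEPG2 CAGA-GFP cells, 500 pg/mL final, 18 h at 37 degrees C in DMEM plus 1% FBS, normalized to unstimulated and DMSO-stimulated controls.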
# pAkt inh: inhibitors of Akt phosphorylation; Neuro2A IGF-stimulated pAkt S473 HTRF, 20 min; active compounds read low; activity change, % for hits at 50 µM; actives 0.32% (n = 360,000); AID 651550; in the data active = activity change below about -80%; inconclusive = mostly about -51% to -80%; also: % is scaled to controls: 0 for no effect and ±100 for the full control effect
#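 Neuro2A cells (4,500/well, DMEM with 0.5% FBS) were treated with compound at a single 50 µM final concentration, stimulated with 6 nM IGF for 20 min at 37 °C, and lysed. Phospho-Akt Ser473 was read by HTRF as 665/615 ratio ×10^4.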
# A549 tox: A549 cytotoxicity, counter-screen for Nrf2 inhibitors | A549 ARE-Fluc cells, CellTiter-Fluor viability, 18-24 h | Potency, µM (doses to about 46 µM), without a hit: top-dose activity change, negative = cytotoxicity, most hits filed as inhibitors | actives 0.16% (n = 390,000) | AID 504648; also: potency is read from the fitted curve at half-maximal effect; % is scaled to controls: 0 for no effect and ±100 for the full control effect
#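 Cytotoxicity counterscreen: CellTiter-Fluor fluorescence was measured in A549 ARE_Fluc cells after 18-24 h of compound exposure in a concentration series. The subsequent BugLite luminescent read reports ARE-luciferase activity.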
# CCT modulator: changes cytosolic chaperonin activity; purified chaperonin ATPase assay, HTRF ADP detection, 30 min; activity change, % (test concentration not listed), hits read low; actives 0.3% (n = 360,000); AID 651819; in the data active = activity change below about -30%; also: % is scaled to controls: 0 for no effect and ±100 for the full control effect
#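 Enzyme 40 or 20 nM (batch-dependent) in Tris pH 7.4/KCl/MgCl2/DTT; cpd 76 uM single point; ATP 10 uM; 30 min 37 °C; Transcreener ADP HTRF detection, 30 min RT; ratio 665/615.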
# Nrf2 block: blocks Nrf2 signaling; A549 ARE-Fluc reporter, luciferase luminescence, 18-24 h; Potency, µM (top dose mostly 46 µM), for the others: top-dose activity change, negative = inhibition, actives largely listed as inhibitors; actives 2.1% (n = 360,000); also: potency is read from the fitted curve at half-maximal effect; % is scaled to controls: 0 for no effect and ±100 for the full control effect; nearly all actives have a fitted effect of over 60% in size
#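 A549 ARE_Fluc cells (5000/well, 5% FBS OPTI-MEM) pre-incubated 2 h, then treated with compounds 18-24 h at 37C/5% CO2 in concentration-response. CellTiter-Fluor viability read first; BugLite luciferase luminescence after 15 min at room temperature gives Nrf2 activity.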
# HepG2 tox: kills HepG2 cells in TGF-b inhibitor counter-screen; HepG2 CAGA-GFP viability, ATP luminescence, 18 h; Potency, µM (highest dose often 46.1 µM), inactives show at the top dose activity change, negative = cytotoxicity, actives largely listed as cytotoxic; actives 0.76% (n = 410,000); also: potency is read from the fitted curve at half-maximal effect; some results filed as inactive show a strong effect at the top dose
#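 HepG2 CAGA-GFP cells (1000/well, DMEM with 1% FBS) received compound, then TGF-beta at 500 pg/mL final, and were incubated 18 hours at 37 degrees C. Viability was read by CellTiter-Glo luminescence. Media-only wells were set as complete cell-killing and DMSO as no toxicity.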
# Active calls of the source: *; i = inactive; ? = inconclusive; . = not tested or not shown; [ ] = dose if it differs, or a comment. Unless noted, calls follow the shape of the dose curve; as a rule, active = well fitted curve in the direction sought with a large enough effect; inconclusive = small, poorly fitted or top-dose-only effect, or another doubt; inactive = no such curve, though single readings can be large; an effect the other way counts as inactive or inconclusive.
canonical_smiles,MmCpn inh,Nrf2 ARE act,Abeta yeast res,TGFb inhibitor,pAkt inh,A549 tox,CCT modulator,Nrf2 block,HepG2 tox
COc1ccccc1N1C(=O)c2ccc(C(=O)Nc3nccs3)cc2C1=O,0%,-0.2%,-23%,8%,i,-10%,-23,0%,1%
CCN(CC)CCCNC(=O)/C(=C\c1cccn1C)NC(=O)c1cccs1,-2%,-0.7%,-2%,11%,i,0%,1.1,4%,34%
CCC(C)Oc1ccc(/C=C/c2[nH]c(=O)[nH]c(=O)c2[N+](=O)[O-])cc1OC (stereo not given),-2%,?,1%,-13%,i,-17%,-7.0,-13%,-2%
CCOC(=O)C1CCN(C/C=C/c2ccccc2)CC1,0%,0.1%,-6%,-17%,i,-14%,-2.1,?,2%
CCn1c(SCC(=O)N2c3ccccc3CCc3ccccc32)nc2c1c(=O)n(C)c(=O)n2C,.,-0.4%,24%,8%,i,1%,0.4,?,-31%
CC1CCCCN1C(=O)COc1ccc(NC(=O)c2ccco2)cc1 (stereo not given),1%,0.7%,16%,-21%,i,-6%,0.9,2%,10%
CCCCOc1ccc(-c2nc(=S)[nH][nH]2)cc1,-4%,5.5%,13%,29%,i,0%,-3.3,9%,-22%
O=C(CSCC(=O)Nc1cccc([N+](=O)[O-])c1)Nc1ccccc1,-2%,21%,-3%,1%,i,0%,-2.7,9%,4%
COc1ccc(NC(=O)COC(=O)c2ccc3ccccc3n2)cc1OC,1%,0.0%,0%,7%,i,4%,-1.5,4%,10%
COCCN(C(=O)c1cc(Cl)ccn1)c1c(N)n(Cc2ccccc2)c(=O)[nH]c1=O,1%,1.7%,-11%,0%,i,14%,2.4,28%,8%
CC12CCC(=O)N1C(C(=O)OCC(=O)Nc1cccc(Br)c1)CS2 (stereo not given),0%,2.4%,11%,-18%,i,-2%,-1.4,0%,-22%
COc1ccc(-c2cc(C(=O)N/N=C/c3cccnc3)c3cc(C)cc(C)c3n2)cc1,1%,2.3%,1%,1%,i,3%,-1.1,18%,53%
CCOc1cc(S(=O)(=O)N2CCOCC2)ccc1F,1%,-0.8%,-5%,16%,i,1%,1.3,.,-2%
O=C1NCCNC1c1ccccc1 (stereo not given),.,-0.2%,-5%,-21%,i,-8%,-0.8,2%,-22%
CC(=O)Nc1ccc(C(=O)NCCCSc2ccccc2)cc1,.,-0.7%,10%,-2%,i,1%,-2.9,2%,-4%
COc1ccc(S(=O)(=O)NCC(=O)NCCc2ccc(OC)c(OC)c2)cc1,.,0.3%,-8%,-3%,i,0%,-0.5,-16%,1%
CCOc1ccccc1NC(=O)CCCc1ccc(OC)c(C)c1,3%,0.3%,-9%,10%,i,2%,-3.1,15%,-2%
CC(C)(C)c1ccc(Cn2c(Cc3ccccc3)nc3ccccc32)cc1,.,4.0%,-77%[inhibitor],14µM*,.,-11%,.,23µM*,16µM*
CCN(CC(=O)Nc1cc(Cl)ccc1C)C(=O)CN1C(=O)NC(CC)(c2ccccc2)C1=O (stereo not given),1%,2.5%,8%,-32%,i,0%,0.5,-15%,2%
CN(C)C(=O)NC1c2ccccc2-c2ccccc21,2%,0.5%,5%,3%,i,0%,1.1,8%,-2%
COc1ccc(NS(=O)(=O)c2cccc(C(=O)NNC(=O)CN3C(=O)NC(C)(C)C3=O)c2)cc1,-1%,-0.8%,4%,-13%,i,-14%,-2.6,4%,-19%
Cc1ccc(CN(CC(=O)NCC2CCCO2)S(=O)(=O)c2ccc(C)cc2)cc1 (stereo not given),2%,0.1%,9%,1%,i,0%,-1.0,-3%,-7%
COc1ccc(S(=O)(=O)NCc2cccnc2)cc1C(=O)N1CCCCC1,2%,0.0%,-8%,14%,i,-1%,1.4,8%,10%
COC(=O)c1scc(C)c1NC(=O)CC1NCCNC1=O (stereo not given),2%,0.1%,1%,-10%,i,-22%,1.1,-14%,6%
CC(=O)/C(=N\Nc1ccc(C)cc1)Sc1nncn1C,0%,2.0%,-6%,-16%,i,-1%,-0.3,-6%,7%
Fc1ccc(Nc2nc(N3CCOCC3)nc(N3CCOCC3)n2)cc1,1%,-0.8%,14%,-17%,i,?,-1.6,-5%,-24%
Cc1cnc(NC(=O)c2cccc(S(=O)(=O)N3CC(C)OC(C)C3)c2)s1 (stereo not given),-7%,1.5%,16%,?,i,-3%,1.7,-20%,-27%
CCOc1ccc(-n2c(=O)c3c4c(sc3n(CC(=O)NC(C)CC)c2=O)CCC4)cc1 (stereo not given),.,0.3%,2%,6%,.,4%,.,1%,1%
COC(=O)C1=C(C)NC(=O)/C1=C\N(C)C,-5%,-0.6%,17%,-4%,i,0%,1.4,?,-8%
Cc1cccc(NC(=O)c2ccc(COc3ccc4ccccc4c3)o2)n1,0%,0.2%,4%,?,i,9%,1.0,?,-21%
CC(=O)N1c2ccccc2C(C)CC12CCCCC2 (stereo not given),0%,-0.9%,8%,0%,i,-11%,0.6,-6%,-4%
Cc1ccc(C)c(OCC(=O)Nc2ccc(N3CCOCC3)cc2N2CCOCC2)c1,-1%,-0.4%,2%,-2%,i,1%,-0.7,-25%,-47%
COc1ccc(C(=O)NC(=S)Nc2cc(C)ccn2)cc1[N+](=O)[O-],1%,8.2%,9%,?,i,1%,-2.9,15%,-3%
Cc1ccc2c(c1)cc(CN(C(=O)N1CCOCC1)C1CCCC1)c1nnnn12,1%,-0.3%,0%,-11%,i,4%,-9.1,?,-6%
CN(CC(=O)Nc1ccccc1Cl)C(=O)COC(=O)c1cc(S(=O)(=O)N(C)C)ccc1N1CCCC1,2%,0.2%,-7%,-14%,i,3%,-1.6,5%,0%
O=[N+]([O-])c1cc(N=Nc2ccc3ccccc3c2)ccc1O,1%,5.7%,-15%,-16%,i,?,-2.5,?,-13%
Cc1cc(=O)c2n(Cc3ccccc3Cl)nc[n+]2[nH]1,0%,-0.1%,-2%,-4%,i,-3%,1.0,3%,2%
Cc1cc(C)cc(CC2CC(=O)N(c3nc(C)cc(C)n3)C2=O)c1 (stereo not given),-2%,-0.4%,20%,1%,i,-1%,2.0,-10%,0%
CC(C)COCC1CC2(CC(C)C(=O)CC2=O)C(=O)O1 (stereo not given),0%,-0.4%,2%,-4%,i,14%,-0.7,.,2%
Cc1ccc(N)c2c1OCCC2=O,1%,0.0%,-4%,6%,i,7%,-1.8,9%,-5%
COc1cccc(CNC(=O)c2c(C)nn(-c3ccccc3)c2C)c1,0%,-0.1%,-33%[inhibitor],5%,i,10%,-4.5,-16%,12%
Cc1cc2c(n1-c1ccc(C(=O)NCc3cccc(Br)c3)cc1)CCC(C)C2 (stereo not given),.,?,-10%,?,.,7%,.,11%,-32%
COC(=O)c1ccc(CNC(=O)COC(=O)/C=C/c2cc(OC)c(OC)c(OC)c2)cc1,0%,0.1%,5%,-5%,i,2%,-0.4,4%,-3%
COc1ccc(-c2nc(CNC(=O)NC3CCCCC3)c(C)o2)cc1,.,0.6%,0%,19%,.,0%,.,.,5%
CC(=O)NC(c1ccco1)c1cc(Cl)c2cccnc2c1O (stereo not given),0%,-1.4%,?,?,.,.,.,.,-37%
C/C(NCCCn1ccnc1)=C(\C#N)C(N)=O,0%,-0.2%,0%,-1%,i,17%,1.3,.,-16%
Cc1ccc(NC(=O)CC(=O)Nc2ccc(C)c(C)c2)cc1C,-1%,0.3%,-2%,-3%,i,-1%,-0.7,2%,-2%
CC(C)(C)OC(=O)NCC(=O)Oc1cc2oc(=O)cc(-c3ccccc3)c2cc1Cl,-4%,-0.4%,22%,-19%,i,6%,-0.5,-5%,-28%
CCN(CC)CC(O)COc1ccc2c(c1)c(C(C)=O)c(C)n2-c1ccccc1 (stereo not given),-1%,2.2%,8%,-12%,i,-24%,3.1,-8%,-41%
O=C(CNC(=O)c1ccco1)NCC(=O)OCc1c(F)cccc1Cl,-17%,-0.2%,-9%,-4%,i,-8%,1.3,-11%,-2%

# Continued; it opens with the 3 that closed the last part.
canonical_smiles,MmCpn inh,Nrf2 ARE act,Abeta yeast res,TGFb inhibitor,pAkt inh,A549 tox,CCT modulator,Nrf2 block,HepG2 tox
CC(C)(C)OC(=O)NCC(=O)Oc1cc2oc(=O)cc(-c3ccccc3)c2cc1Cl,-4%,-0.4%,22%,-19%,i,6%,-0.5,-5%,-28%
CCN(CC)CC(O)COc1ccc2c(c1)c(C(C)=O)c(C)n2-c1ccccc1 (stereo not given),-1%,2.2%,8%,-12%,i,-24%,3.1,-8%,-41%
O=C(CNC(=O)c1ccco1)NCC(=O)OCc1c(F)cccc1Cl,-17%,-0.2%,-9%,-4%,i,-8%,1.3,-11%,-2%
O=C(O)CCC(=O)NNC(=O)COc1ccc(Cl)cc1Cl,-1%,-0.4%,-17%,5%,i,10%,-1.1,7%,0%
COc1cc(NCCCCCCCN)c2ncccc2c1,0%,-0.6%,-2%,?,i,-4%,-2.1,-18%,-60%
COc1ccc(NC2=C(C(C)=O)C(c3ccc4c(c3)OCO4)C(C(C)=O)C(C)(O)C2)cc1 (stereo not given),-1%,2.7%,?,-2%,.,-11%,1.7,-10%,-3%
Cc1ccc(C)c(N(C)C(=O)c2cc3c(s2)-c2ccccc2OC3)c1,.,0.2%,-28%,?,.,10%,.,?,-33%
N#Cc1ccc(C(=O)Nn2cnnc2)cc1,-1%,-1.0%,-8%,2%,i,0%,-0.9,0%,-7%
